Screens as filed in PubChem BioAssay.
CendR NRP1 mod = modulators of CendR peptide binding to human neuropilin-1; O14786; FAM-RPARPAR peptide binding to NRP-1, fluorescence polarization; inhibition, % at 25 µM; hit rate 0.85% among 360,000; AID 602438;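 active = inhibition or corrected inhibition above about 18%, plus a signal ratio from 0.5 to 1.5, limit read from the data, passing the limit was not always enough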; note: strong numbers were not always called active
E coli Lon inh = inhibitors of E. coli Lon protease | P0A9M0 | inhibition, % at 7.94 µM | hit rate 0.42% among 360,000 | purified E. coli Lon protease, fluorescence polarization; in the data active = inhibition above about 13%, passing the limit was not always enough;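 note: 0% = enzyme with probe and DMSO and 100% = no enzyme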
Neddylation inh = blocks human cullin neddylation | TR-FRET cullin neddylation, biochemical | calls only at 25 µM | hit rate 0.58% among 360,000; in the data active = inhibition above about 36%
FAS TE block = inhibitors of human fatty acid synthase thioesterase domain | inhibition, % at 15 µM | AID 602261 | recombinant FAS-TE, OMFH fluorogenic substrate, fluorescence endpoint | P49327 | hit rate 0.67% among 360,000;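 active = compounds whose normalised, plate-corrected inhibition of enzyme fluorescence in the single-dose primary screen is 50% or more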;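 note: 0% = DMSO with enzyme and 100% = substrate without enzyme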
MT1-MMP act inh = MT1-MMP (human) activation inhibition. hit rate 0.061% among 360,000. HT1080 RFP-PRO-GFP cells, GFP/RFP ratio fluorescence, overnight; percent of plate control window, DMSO zero. GFP/RFP ratio change, % at 20 µM;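 active = GFP/RFP ratio change of at least 30% with cell ATP level not reduced by more than half and red fluorescence within 50% of control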; note: strong numbers were not always called active
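Assay system: RFP-PRO-GFP reporter HT1080 cells; read-out basis: GFP/RFP fluorescence ratio; benchmarks: DMSO wells and RFP-L50D-GFP cells; doses: 20 µM single dose, 1% DMSO; schedule: overnight cell settling, then overnight compound exposure, 37 °C, 5% CO2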
SKN-1 inh = C. elegans SKN-1 inhibition. C. elegans VP596 Pgst-4::GFP/RFP ratio, acrylamide-induced, 24 h. inhibition, % at 21.8 µM. hit rate 0.49% among 360,000;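 active = interference check ratio from 0.5 to 1.5 plus GFP to RFP signal ratio inhibition reaching or exceeding a fixed threshold, cut at about 30% in these data, passing the limit was not always enough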; note: some compounds called inactive have numbers as strong as hits
bovine MsrA act = bovine methionine sulfoxide reductase A activation | purified bovine MsrA, absorbance read-out | hit rate 0.3% among 360,000 | activation, % at 10.6 µM; in the data active = activation above about 7.5%;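 note: 0% = vehicle and 100% = reference activator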
MsrA inhibitor = inhibitors of bovine MsrA; purified bovine MsrA, absorbance read-out; inhibition, % at 15.5 µM; hit rate 0.75% among 360,000; in the data active = inhibition above about 4.5%;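 note: 0% = vehicle wells with enzyme and 100% = reference inhibitor wells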
Rin1 Abl inh = human Rin1-Abl interaction inhibition; P00519+Q13671; TR-FRET Rin1/Abl binding, biochemical; inhibition, % at 7.35 µM; hit rate 0.4% among 360,000; in the data active = inhibition above about 5%, passing the limit was not always enough
An asterisk follows results filed as active; i = inactive; nt = no result given.

SMILES	CendR NRP1 mod	E coli Lon inh	Neddylation inh	FAS TE block	MT1-MMP act inh	SKN-1 inh	bovine MsrA act	MsrA inhibitor	Rin1 Abl inh
C=CCNC(=O)CN1C(=O)CSc2ccc(S(=O)(=O)N3CCOCC3)cc21	-9.4	-14.3	i	-1.2	-1.2	-7.5	-1.2	-1.6	-3.5
O=C(NC1=NCCS1)c1cc(-c2ccccc2)nn1-c1ccccc1	5.2	6.6	i	-6.6	7.3	7.2	-2.6	0.7	-0.9
COc1ccccc1-n1cc(C(=O)NCC(=O)N2CCN(Cc3ccccc3)CC2)c2ccccc2c1=O	-16.0	-5.2	i	-2.6	-1.2	4.3	-4.1	-0.1	-2.9
Oc1ccc(Cl)cc1Sc1cc(Cl)ccc1O	2.1	-6.0	i	88.4*	2.0	10.2	-2.8	1.2	2.5
O=C(OCc1cn([C@@H]2C[C@H](c3ccc(Cl)cc3)N(CC3CCCCC3)C[C@H]2O)nn1)c1ccccc1	4.2	0.9	i	4.3	-2.5	-4.3	-1.0	-0.6	-3.4
CCN(CC)C(=O)c1cccc(-c2csc(C(O)c3ccc(F)c(OC)c3)n2)c1 (centres undefined)	-0.7	-4.1	i	2.0	-8.2	9.2	-1.4	0.4	3.9
Cc1ccccc1NC(=S)N(C)Cc1cccs1	4.0	-4.8	i	-1.6	5.6	2.8	-3.4	-0.3	0.0
O=C1CC(c2ccco2)CC(O)=C1C=NCCN1CCN(C2CC(=O)N(c3ccccc3)C2=O)CC1 (centres undefined)	3.3	1.1	i	-4.6	4.1	26.0	-0.4	0.3	1.9
S=C(c1ccc(N2CCOCC2)cc1)N1CCCCC1	-1.5	-3.1	i	-6.8	7.5	9.4	-9.4	0.4	0.4
Nc1n[nH]c(C2CC2)c1N=Nc1ccc(Cl)cc1	6.5	5.5	i	10.0	0.7	8.1	5.0	-1.2	0.3
CCOC(=O)CNC(=O)CNC(=O)c1nn(-c2ccc(OC)c(Cl)c2)c(=O)c2ccccc12	-5.5	-0.1	i	-6.0	-2.6	5.1	-9.9	2.2	2.1
Cc1cccc(C)c1OCC(=O)NCC1CCCO1 (centres undefined)	-6.0	-5.2	i	0.3	2.6	-0.8	0.0	-1.0	-4.7
Cc1ccc(CNC(=O)c2ccc(NC(=O)C3=CSCCO3)cc2)cc1	9.2	-1.6	i	-2.3	2.3	-2.8	-2.0	1.4	-1.4
CCCCCCCCN1C(=O)[C@H](CC(=O)NCc2cccs2)C[C@@]2(C(=O)OC)CC(C)(C)CC=C12	-3.5	nt	i	nt	-10.0	16.1	nt	-0.6	nt
CCn1c(SCC(=O)Nc2ccccc2)nnc1-c1cccs1	-2.6	-1.6	i	-2.8	-0.1	-3.3	-7.8	0.1	1.9
COc1ccnc(CN(C)C(=O)C2CCC(=O)N(Cc3cccc(C(F)(F)F)c3)C2)c1 (centres undefined)	3.9	-0.8	i	-5.3	2.3	-12.7	-11.6	-1.4	1.1
CCCCOC(=O)C1=C(C)Nc2nnnn2C1c1ccc(OC)c(OC)c1OC (centres undefined)	-17.3	-6.4	i	11.1	-5.6	-0.1	-1.4	-0.6	-0.6
COc1ccc(C2C(C(=O)N3CCN(C)CC3)c3ccccc3C(=O)N2C2CCCCC2)cc1 (centres undefined)	3.0	-3.4	i	2.0	-6.9	15.8	-2.6	-0.4	-4.5
CCC(C)(C)NC(=O)CN(C(=O)CNS(=O)(=O)c1ccccc1)c1ccccc1	4.1	-6.4	i	-6.6	0.9	13.6	-5.2	0.5	1.2
O=C1CSC(c2cccc([N+](=O)[O-])c2)N1CCN1CCCCC1 (centres undefined)	18.8	-9.4	i	-15.2	2.2	2.9	-6.3	1.2	1.4
O=C(c1ccco1)N1CCN(CCOc2ccccc2)CC1	13.1	4.6	i	-4.8	0.7	2.0	-3.8	-0.5	0.6
Cc1cccc(N2CCN(C(=O)c3ccoc3C)CC2)c1C	-1.7	0.4	i	-6.3	-1.9	-9.1	-1.5	0.1	-0.9
COCCCNC(=O)CN(CCc1ccccc1)S(=O)(=O)c1ccc(OC)cc1	-4.2	-9.4	i	4.9	0.1	3.6	-6.1	1.2	3.9
O=C(NCCCN1CCOCC1)c1ccc(CSc2ccc(Cl)cc2)cc1	2.3	14.1	i	3.7	0.5	-9.6	-12.6	-0.5	-7.3

Three neighbouring entries from above, quoted:
SMILES	CendR NRP1 mod	E coli Lon inh	Neddylation inh	FAS TE block	MT1-MMP act inh	SKN-1 inh	bovine MsrA act	MsrA inhibitor	Rin1 Abl inh
CCC(C)(C)NC(=O)CN(C(=O)CNS(=O)(=O)c1ccccc1)c1ccccc1	4.1	-6.4	i	-6.6	0.9	13.6	-5.2	0.5	1.2
O=C1CSC(c2cccc([N+](=O)[O-])c2)N1CCN1CCCCC1 (centres undefined)	18.8	-9.4	i	-15.2	2.2	2.9	-6.3	1.2	1.4
O=C(c1ccco1)N1CCN(CCOc2ccccc2)CC1	13.1	4.6	i	-4.8	0.7	2.0	-3.8	-0.5	0.6

Additional compounds.
SMILES	CendR NRP1 mod	E coli Lon inh	Neddylation inh	FAS TE block	MT1-MMP act inh	SKN-1 inh	bovine MsrA act	MsrA inhibitor	Rin1 Abl inh
COc1cc(C2(c3ccc(O)c(OC)c3)C(=O)Nc3c(Br)cc(Br)cc32)ccc1O	-10.4	-6.8	i	31.7	0.8	8.2	-5.7	0.0	4.0
Cc1cccc(/C=N/NC(=O)c2cc(-c3cccnc3)nc3ccccc23)c1	1.0	-18.6	i	-0.9	-3.2	-11.1	-1.4	-0.6	-4.9
CC(C)CCN1CCN(Cc2cccs2)CC1CCO (centres undefined)	-8.4	-3.3	i	-1.9	1.0	-14.9	-4.1	0.2	-3.8
CC(OC(=O)c1cc2c(ccc3ccccc32)oc1=O)c1nc2ccccc2s1 (centres undefined)	-14.5	-2.3	i	22.7	0.6	-2.1	-3.2	-1.3	-1.6
CCCCNC(=O)c1ccc2nc(CC)c(N(C)Cc3cccs3)n2c1	4.1	-4.8	i	1.5	8.8	2.4	0.3	0.0	1.6
CN(C(=O)c1cc(S(=O)(=O)N2CCc3ccccc32)cn1C)C1CCCCC1	-8.1	-15.3	i	1.4	-1.6	-7.4	-9.2	-0.1	-2.8
O=C(COC(=O)CN1C(=O)C2CC=CCC2C1=O)Nc1cccc([N+](=O)[O-])c1 (centres undefined)	9.1	-0.8	i	7.1	1.8	17.4	-2.5	2.1	3.0
COc1ccc(S(=O)(=O)Cc2ccc(C(=O)NC3CCCC3)o2)cc1	-1.1	4.6	i	-0.4	2.0	10.1	-1.7	0.7	-0.8
COc1ccc(S(=O)(=O)CC(=O)Nc2nnc(C(F)(F)F)s2)cc1	3.9	6.9	i	-4.7	1.9	11.7	-1.1	2.1	-0.3
N#CCCn1nc(-c2ccc(Br)cc2)cc1Nc1ccccc1NC(=O)C(F)(F)F	9.8	12.8	i	30.1	5.3	5.0	-5.1	0.7	1.8
O=C(Nc1nc2ccc(S(=O)(=O)N3CCOCC3)cc2s1)c1cccs1	-2.9	-9.0	nt	-2.0	1.0	-5.9	-2.0	5.6*	-5.3
COc1ccc(C(NC(=O)C2CCN(CCOc3ccc(Cl)cc3Cl)CC2)c2cccs2)cc1 (centres undefined)	-10.4	-6.8	i	22.9	2.7	-2.0	1.0	0.5	-0.5
O=C(CCN1C(=O)COc2ccccc21)NCCN1CCN(c2ccccc2F)CC1	-1.4	6.5	i	-6.4	-1.7	7.1	-1.6	-1.1	1.6
Cc1ccc(-n2c(Cn3nc(C(F)F)cc3C(F)F)n[nH]c2=S)cc1	0.8	-13.6	i	-10.0	-2.5	14.8	1.2	-0.7	-0.5
Cc1ccc(CC(=O)NCC(C)C)cc1	-2.3	2.4	i	-6.6	-4.8	12.8	-3.2	-0.6	-0.2
N/C(=N\OC(=O)COc1ccccc1)c1ccccn1	13.5	-2.1	i	-7.8	2.3	2.2	-3.6	-0.7	-5.2
O=S(=O)(NCC1(N2CCOCC2)CCCCC1)c1ccc(F)cc1	-7.1	-5.2	i	-1.0	-0.1	0.8	-3.5	-0.2	4.4
O=C(NC1CC1)c1ccc(-c2cnc3cccnn23)cc1	2.8	0.5	nt	-9.2	0.8	6.2	-6.8	1.7	-6.4
CN(Cc1ccccc1)C(NC(=O)c1ccco1)C(Cl)(Cl)Cl (centres undefined)	3.7	-2.2	i	15.2	3.6	-4.6	-0.4	0.7	2.3
COCC(C)N=C1SCCN1Cc1ccccc1 (centres undefined)	4.7	5.4	i	-0.7	-0.5	18.3	-1.4	0.0	0.2
O=[N+]([O-])c1cccc(NC(=S)N2CCCC2)c1	11.5	-1.6	i	0.8	1.3	4.2	-0.8	0.8	0.2
Cc1ccc(C(Sc2ccccc2)C(Cn2cncn2)C(=O)c2ccccc2)cc1 (centres undefined)	-5.3	2.6	i	17.9	-11.3	-3.9	1.5	-1.5	5.5
O=C1c2ccccc2C(c2nnnn2-c2ccc3c(c2)OCCO3)N1Cc1ccc(F)cc1 (centres undefined)	-1.3	1.8	i	-1.5	nt	22.8	-3.5	0.2	nt
CCCSc1nnc(CSc2nc(C)cc(C)n2)n1C	11.0	-4.8	i	-4.5	-0.2	-2.9	-4.4	0.3	19.8*
CCN(C(=O)C1CCN(S(=O)(=O)c2ccc3c(c2)oc(=O)n3C)CC1)c1cccc(C)c1	0.2	3.8	i	17.5	-2.3	3.9	0.4	0.0	2.6
CCc1ccccc1N1CSC2=C(C#N)C(c3ccccc3F)CC(=O)N2C1 (centres undefined)	-58.6	-23.4	i	-1.9	-5.5	-11.7	-1.8	3.7	0.3
CCN1C(=O)c2ccc(C(=O)Nc3ncc(C)s3)cc2C1=O	10.8	6.3	i	3.1	0.1	0.1	7.6	0.0	2.4
O=C(NCc1ccc2c(c1)OCO2)c1cc(Cl)ccc1Cl	-7.0	8.5	i	11.8	-1.0	11.2	-0.1	0.8	-3.0
CSCc1c(C(=O)OCC(=O)NC2CCCCC2)oc2ccccc12	5.5	-9.6	i	4.3	6.1	-4.8	-9.3	0.6	-0.7
N#Cc1ccccc1NC(=O)C1CCCO1 (centres undefined)	-3.2	7.9	i	-11.7	3.9	-2.6	-3.8	0.7	3.6
O=C(CN1C(=O)NC(c2ccccc2)(c2ccccc2)C1=O)Nc1ccc2[nH]c(=O)[nH]c2c1	-2.0	8.2	i	-1.3	4.6	10.1	-6.5	1.0	1.1
CC1(C)CC(=O)N(CC(=O)O)c2ccccc2S1(=O)=O	-5.9	-10.0	i	-6.4	0.0	-7.8	-4.6	-0.6	-1.7
CCc1nnc(NS(=O)(=O)c2ccc(N/C=C\C(=O)c3ccc(F)cc3)cc2)s1	2.4	0.0	i	-0.3	2.3	-7.9	-4.5	1.9	1.7
COc1ccc(C2NC(c3ccc(OC)cc3)C([N+](=O)[O-])C(C)(C)C2[N+](=O)[O-])cc1 (centres undefined)	-13.1	8.0	i	34.9	-0.1	-6.1	-4.9	-0.2	1.7
CCCC(=O)NC(=S)Nc1sc2c(c1C(N)=O)CCC2	-24.0	-10.5	i	-10.1	0.2	8.9	-6.2	1.7	3.5
O=[N+]([O-])c1ccc(COc2ccccc2/C=N/O)cc1	-11.4	4.0	i	3.0	6.1	5.4	-3.2	-0.5	-3.2
Cc1nn(-c2ccccc2)c(N)c1Sc1cccc([N+](=O)[O-])c1	2.2	-10.5	i	24.4	1.1	11.2	-2.4	-1.4	-0.5
CC1=C(C(=O)Nc2ccc(C)cc2)C(c2ccco2)NC(=O)N1 (centres undefined)	-9.9	-1.1	i	-10.9	-0.2	0.2	-0.5	0.6	0.2
O=C(NC1CCCCCCC1)c1ccccc1-c1ccccc1	6.4	-0.9	i	2.7	2.6	9.1	-8.0	0.3	-1.9
COCc1cccc(-c2csc(C(C)(NC(C)=O)c3ccccc3)n2)c1 (centres undefined)	5.5	7.4	i	-4.0	2.3	9.2	-2.4	1.0	-0.5
